UBC9 SUMO inh = inhibitors of in vitro SUMOylation cascade, primary screen, biochemical, HTRF, uHTS. HTRF SUMOylation assay, SAE1/SAE2 + UBC9. 0.36% of 290,000 active. inhibition, % at 35 µM; in the data active means inhibition above about 50%, passing the limit was not always enough; further: strong numbers were not always called active
M18AAP inhibitor = PfM18AAP inhibitors, malaria aminopeptidase, primary screen, biochemical, QFRET, recombinant enzyme. inhibition, % at 7.35 µM. 1.2% of 290,000 active. M18 aspartyl aminopeptidase (Plasmodium falciparum 3D7). H-Glu-NHMec fluorogenic cleavage;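 active means inhibition above the campaign mean inhibition over all tested compounds plus 3 SD, cut at about 28% in these data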;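 further: 0% = plate median of test compound wells and 100% = 2 mM ZnCl2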
p-CIP stab down = p/CIP-EGFP fusion destabilizers, primary screen, fluorescence, F442A cells | Q05BA5 | 16 h | decrease of EGFP signal, % at 10 µM | 0.01% of 290,000 active | AID 1984, 2009;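 active means EGFP signal decrease of at least 30% at 10 µM or well 3 SD below plate mean, unless failing retest; inactive means the rest, including hits failing retest or dose response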; further: some compounds called inactive have numbers as strong as hits; many of its hits are not listed in these tables
HCV NS3 hel inh = inhibitors of HCV NS3 helicase, primary screen, biochemical, Cy5 molecular beacon fluorescence | Hepatitis C virus NS3 helicase | NS3 helicase DNA unwinding | inhibition, % at 10.9 µM | 0.56% of 290,000 active;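 active means inhibition above the mean of all tested compounds plus 3 SD, set per campaign, cut at about 35% in these data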;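 further: 0% = DMSO wells and 100% = thioflavine S control wells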
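System: HCV NS3 helicase fragment; control set: DMSO and thioflavine S; technique: Cy5 fluorescence at 0 and 60 min, beacon hairpin quenching; reagent: beacon DNA duplex substrate plus ATP; replicates: singlicate; schedule: 1 h reaction at 25 °C, ATP-initiated; medium: MOPS buffer pH 6.5 with MgCl2, DTT, Tween20, BSA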
IDE cell activ = human IDE activators in live cells, primary screen, fluorescence polarization, HEK cells, FAbeta-B substrate | 0.073% of 340,000 active | activation, % at 5.96 µM | Insulin-degrading enzyme (Homo sapiens), P14735 | FAbeta-B cleavage; 0% vehicle, 100% cell-free pure enzyme wells;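 active means activation above the mean of all tested compounds plus 3 SD, set per screening campaign, cut at about 17% in these data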
Target sequence (P14735 whole entry, looked up): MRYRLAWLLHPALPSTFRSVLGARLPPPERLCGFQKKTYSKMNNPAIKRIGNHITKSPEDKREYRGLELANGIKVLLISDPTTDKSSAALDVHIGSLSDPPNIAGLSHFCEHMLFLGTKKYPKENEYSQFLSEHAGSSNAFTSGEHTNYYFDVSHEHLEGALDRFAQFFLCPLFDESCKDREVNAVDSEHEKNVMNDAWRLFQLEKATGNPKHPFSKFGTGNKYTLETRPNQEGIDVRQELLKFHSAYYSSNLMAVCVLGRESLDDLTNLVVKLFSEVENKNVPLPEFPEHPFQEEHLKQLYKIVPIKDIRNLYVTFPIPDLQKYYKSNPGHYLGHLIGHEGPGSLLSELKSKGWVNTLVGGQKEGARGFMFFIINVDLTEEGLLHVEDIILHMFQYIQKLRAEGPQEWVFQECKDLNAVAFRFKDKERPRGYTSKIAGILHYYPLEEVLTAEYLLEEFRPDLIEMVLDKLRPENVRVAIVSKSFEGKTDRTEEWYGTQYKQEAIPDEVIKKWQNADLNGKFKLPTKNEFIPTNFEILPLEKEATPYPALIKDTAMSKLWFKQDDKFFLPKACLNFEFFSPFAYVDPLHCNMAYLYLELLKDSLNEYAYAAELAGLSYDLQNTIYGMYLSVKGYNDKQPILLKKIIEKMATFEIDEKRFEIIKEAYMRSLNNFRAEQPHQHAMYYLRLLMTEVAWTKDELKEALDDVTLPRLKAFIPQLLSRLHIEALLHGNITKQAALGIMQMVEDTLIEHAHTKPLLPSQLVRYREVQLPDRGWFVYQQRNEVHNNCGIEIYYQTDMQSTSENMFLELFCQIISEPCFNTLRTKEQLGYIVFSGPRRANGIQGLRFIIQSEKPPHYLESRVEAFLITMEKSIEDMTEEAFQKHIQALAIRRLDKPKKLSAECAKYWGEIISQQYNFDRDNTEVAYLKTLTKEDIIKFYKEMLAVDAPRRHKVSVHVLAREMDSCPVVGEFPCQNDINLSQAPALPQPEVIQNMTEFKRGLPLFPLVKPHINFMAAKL
DNA FID counter = compounds displacing fluorescent DNA intercalator, primary screen, artefact control for HCV NS3 helicase inhibitor project, biochemical, FID fluorescence; DNA fluorescent intercalator displacement; inhibition, % at 7.9 µM; 0.17% of 290,000 active; AID 1845, 2009; in the data active means inhibition above about 37%;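 further: 0% = vehicle and 100% = reference compound; higher means more ethidium bromide displaced from hairpin DNA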
VIM-2 inh = VIM-2 metallo-beta-lactamase inhibitors, primary screen, biochemical, epi-absorbance readout, Pseudomonas aeruginosa enzyme; AID 1527, 2009; purified VIM-2, nitrocefin hydrolysis, epi-absorbance fluorescence; inhibition, % at 5.6 µM; 0.89% of 290,000 active;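 active means inhibition above the mean of all tested compounds plus 3 SD, cutoff set per screening run, cut at about 7.5% in these data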;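 further: red hydrolysis product quenches plate fluorescence so inhibitors raise well fluorescence; 0% = enzyme with DMSO and 100% = DMSO without enzyme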
IDE cell inh = human IDE inhibitors in live cells, primary screen, fluorescence polarization, HEK cells, FAbetaB substrate; Insulin-degrading enzyme (Homo sapiens), P14735; FAbetaB cleavage; inhibition, % at 5.59 µM; 0.41% of 320,000 active; AID 434962, 2010;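 active means percent inhibition above the average of all tested compounds plus 3 SD, set per screening campaign, cut at about 16% in these data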;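 further: IDE supplied by intact live HEK cells; FP after avidin binding of uncleaved biotin substrate so inhibition keeps polarization high; 0% = DMSO wells and 100% = 60 µM reference IDE inhibitor Ii1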
IMP-1 inhibitor = IMP-1 metallo-beta-lactamase inhibitors, primary screen, biochemical, epi-absorbance readout, Pseudomonas aeruginosa enzyme | metallo-beta-lactamase IMP-1 (Pseudomonas aeruginosa) | purified IMP-1, nitrocefin hydrolysis, epi-absorbance fluorescence | inhibition, % at 5.6 µM | 0.45% of 290,000 active;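 active means inhibition above the mean plus 3 SD of all compounds in the same screening run, cut at about 4.5% in these data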;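 further: 0% = IMP-1 with DMSO and 100% = DMSO wells lacking enzyme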
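assay system = purified recombinant IMP-1 metallo-beta-lactamase enzyme | schedule = 15 min preincubation plus 25 min reaction at 25 °C | signal = Epi-absorbance fluorescence, 480 nm excitation, 530 nm emission | read-out basis = percent inhibition from optical density relative to buffer-blank wells | controls = IMP-1 with DMSO as 0%, enzyme-free DMSO as 100%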
* = called active by the depositor; / = no result given. The order is random; overall some 3.6% were active at least once.

Every second line gives: UBC9 SUMO inh | M18AAP inhibitor | p-CIP stab down | HCV NS3 hel inh | IDE cell activ | DNA FID counter | VIM-2 inh | IDE cell inh | IMP-1 inhibitor
OCCCNc1c2ccccc2nc2ccccc12
    15 | -8 | -6 | 22 | 6 | 45* | 8.3* | -1 | -1.2
CCOC(=O)c1cnc2ccc(OCC)cc2c1NCCN1CCOCC1
    30 | 3 | -21 | -3 | -5 | 10 | -2.1 | 3 | -4.4
Cc1c(O)c2c3c(cccc3c1O)C(=O)N(c1ccccc1)C2=O
    6 | 9 | -17 | 24 | -54 | 2 | -0.4 | 60* | 0.1
CC(=O)N(C)c1ccc(NS(=O)(=O)Cc2ccccc2)cc1
    -11 | 4 | -4 | 7 | -2 | -4 | -2.5 | 6 | -3.1
CN(C(=O)Nc1cnccc1C(F)(F)F)C1CCCCC1
    8 | 6 | -5 | -5 | 6 | -8 | -2.7 | -5 | -2.0
O=C(Nc1ccon1)c1cc2ccccc2oc1=O
    -7 | 2 | 2 | -10 | -1 | 1 | -2.3 | 5 | -2.4
CCCc1cc(=O)oc2cc(C)cc(OC(C)C(=O)NCc3ccccn3)c12 (configuration not stated)
    / | 1 | -3 | 0 | -3 | -29 | -5.6 | 2 | -1.3
Cc1cc(N2C(=O)C3CCC(c4ccccc4)CC3C2=O)no1 (configuration not stated)
    8 | -1 | 7 | 4 | 2 | -15 | -2.7 | -2 | -2.5
Cc1c(Cl)cccc1NC(=S)N1CCN(Cc2ccccc2)CC1
    -23 | -1 | -5 | -4 | 1 | 5 | 1.2 | -2 | -0.7
CCOC(=O)NC(C)N1C(=O)C2C3C=CC(C3)C2C1=O (configuration not stated)
    1 | 0 | 2 | 0 | -1 | 1 | -4.5 | 1 | -4.7
CCCN(CCC)S(=O)(=O)c1ccc(NS(C)(=O)=O)cc1
    -7 | -2 | -8 | 1 | 3 | 0 | -3.4 | 0 | 2.0
NCCCC[C@H](N)c1nnc([C@H](CC(=O)O)NC(=O)C2CCNCC2)o1
    -12 | -5 | 9 | -1 | 4 | 6 | -4.9 | 5 | -4.1
CCOC(=O)Cn1cnc(-c2ccc([N+](=O)[O-])cc2)c1
    7 | 1 | 9 | -13 | 4 | 1 | -3.2 | 4 | -3.4
O=C1c2ccccc2C(Nc2ccc(S(=O)(=O)N3CCOCC3)cc2)N1c1ccccn1 (configuration not stated)
    3 | -3 | -6 | 1 | 3 | -16 | -1.6 | 1 | -4.3
Cn1cnc(S(=O)(=O)Nc2ccc(Cl)c(C(F)(F)F)c2)c1
    10 | 2 | -6 | 8 | 1 | -4 | -2.6 | -1 | -5.4
COc1cc(CNC2CCCC2)cc(OC)c1OC
    7 | -5 | -7 | 1 | 18* | 4 | 0.5 | -2 | 0.4
CCOn1c(=O)c(=O)n(OC)c2ccccc21
    -12 | 5 | 3 | 8 | 8 | 2 | -3.8 | -4 | -3.5
O=C(CCn1cccc1)NC1CCCc2ccccc21 (configuration not stated)
    -26 | -6 | -1 | 1 | 3 | 1 | 0.6 | -2 | 2.0
Cc1ccc(S(=O)(=O)N2CCN(C(=O)CCn3cncn3)CC2)cc1C
    -10 | -2 | 5 | -4 | -4 | -11 | -2.8 | 9 | -4.1
N#Cc1cc(C(=O)c2cc(Br)ccc2O)cn(C2CC2)c1=O
    -3 | 5 | -13 | 9 | 7 | 6 | -5.0 | 5 | -3.1
O=C(NCc1ccccc1Cl)C1CCN(C(=O)c2sccc2-n2cccc2)CC1
    14 | -2 | -7 | -17 | 3 | -26 | 1.5 | -2 | -0.1
COc1ccc(S(=O)(=O)N(C)c2ccc(C(=O)N3CCCCC3)cc2)cc1
    7 | -5 | -10 | -8 | 2 | -24 | -0.2 | -8 | -1.2
COc1ccccc1CC(=O)N1CCCc2ccccc21
    13 | -6 | -16 | 6 | 5 | -24 | -3.1 | -4 | -2.4
COc1cccc(NC(=S)NN=C2CCC(C(C)(C)C)CC2)c1 (configuration not stated)
    -15 | 4 | 5 | 7 | 3 | -8 | -1.8 | 4 | -0.7
CCn1c(C)nc2cc(C#N)ccc21
    1 | 1 | 0 | 1 | 13 | 0 | -1.2 | -1 | -2.9
O=C(NCCc1ccc(Cl)cc1)C1CCN(C(=O)N2CCOc3ccccc32)CC1
    0 | 7 | -12 | -14 | -2 | -48 | -1.5 | -1 | -3.7
COc1cc(CNCC(C)C)cc(Br)c1OCC(=O)Nc1ccccc1
    -1 | -7 | -17 | -30 | -2 | 23 | -0.5 | 5 | -1.4
COC(=O)Cc1c(C)c2ccc(OCC(=O)N3CCC(C)CC3)c(C)c2oc1=O
    16 | 0 | -20 | 8 | 2 | -28 | -2.3 | 6 | -2.2
O=C(c1ccc2ccccc2n1)N(CCO)Cc1ccccc1
    -13 | 1 | 2 | 0 | -5 | -19 | 0.7 | 6 | 0.4
CC(NC(=O)COC(=O)C1CCN(c2ccc(C(F)(F)F)cn2)CC1)c1ccc(Br)cc1 (configuration not stated)
    -22 | 7 | -10 | -14 | -4 | -30 | -2.5 | 1 | -2.4
CC1(C)CC2(CC(C)(C)N1)OC(=O)N1CCc3ccccc3C12C (configuration not stated)
    7 | 7 | 2 | -8 | 0 | 3 | -2.4 | -2 | -2.4
Cc1ccc(NC(=O)C(NCc2ccccn2)c2ccccc2)cc1 (configuration not stated)
    -31 | 5 | 17 | -21 | 8 | -18 | -0.3 | 4 | -3.1
CC(C)(CC(=O)O)Cc1nc(-c2ccc(Cl)cc2)no1
    -6 | 2 | 8 | 0 | 2 | -6 | -5.0 | 1 | 1.2
CCCn1c(SCC(=O)N2CCCC(C)C2)nnc1-c1cccnc1 (configuration not stated)
    1 | -17 | -4 | 7 | 1 | -17 | -2.6 | 2 | -2.4
COc1ccc(CCNC(C)=O)cc1
    -7 | 1 | -4 | 1 | 0 | 1 | -4.9 | 3 | -3.6
O=C(/C=C\Nc1ccc2c(c1)OCO2)c1ccccn1
    25 | -1 | -4 | 5 | 6 | -9 | -0.7 | 1 | -0.8
O=C(O)C1Cc2ccccc2CN1C(=O)COc1ccc(Cl)cc1Cl (configuration not stated)
    14 | -11 | -1 | 17 | 8 | -34 | 1.8 | 3 | -0.5
COC(=O)C1C(=O)NC(SC)=C(C#N)C1c1ccccc1 (configuration not stated)
    13 | 0 | -9 | 7 | 7 | 1 | -0.3 | 4 | -2.0
Nc1nonc1-n1nnc(C(=O)N/N=C/c2ccc(F)cc2)c1-c1ccc2c(c1)OCO2
    21 | 1 | -2 | 15 | 2 | -15 | -2.2 | 7 | -3.5
Cc1cc(C(=O)OCC(=O)Nc2ccc(S(N)(=O)=O)cc2)c2ccccc2n1
    3 | -10 | 62* | 19 | 2 | 1 | 4.4 | -4 | 1.9
COc1ccc(-c2csc(-c3ccc(C(=O)O)cc3)n2)cc1
    50 | -3 | 13 | -1 | 2 | -37 | 2.4 | -1 | -0.4
CCc1nc2ccccc2c(C(=O)OCC(=O)NC(=O)c2cccn2C)c1C
    18 | -14 | -9 | 2 | 1 | -24 | 3.1 | -1 | -1.5
COc1ccc(NC(=O)C(Cc2ccccc2)n2cccc2)cc1OC (configuration not stated)
    8 | 2 | -30 | -7 | 5 | -17 | -4.9 | 6 | -3.8
O=C(CNC(=O)c1ccccc1Cl)OCC(=O)N1CCc2ccccc21
    -23 | -1 | -7 | 13 | 6 | -3 | -0.4 | 2 | -1.1
COc1ccc(NC(=O)CCSCCc2ccccn2)cc1OC
    -3 | 0 | -6 | 10 | 0 | -6 | -1.9 | 5 | -2.9
Cn1cnnc1SCC(=O)Nc1ccc2nc(SCc3ccccc3Cl)sc2c1
    -30 | -2 | -10 | 3 | -7 | -7 | -5.4 | 4 | -3.1
Cc1ccc(S(=O)(=O)NCCCNC(=O)c2ccccc2)cc1
    -6 | 0 | -6 | 9 | -1 | -6 | -0.6 | -7 | -3.0
CCOC(=O)C1CSC(CC(=O)Nc2ccc(Cl)cc2)C(=O)N1 (configuration not stated)
    29 | 3 | -3 | -5 | 1 | -9 | -5.2 | 2 | -3.0
COc1cc(C(N)=O)cc(Br)c1OC
    -2 | -3 | 9 | 0 | 2 | 2 | -1.9 | -1 | -4.6
CCSc1nc2ccccc2n1C(=O)c1ccc(S(=O)(=O)N2CCCCC2)cc1
    -11 | -12 | -6 | -1 | 5 | 3 | -2.1 | -3 | -2.5
CNC(=S)N(Cc1ccc(Cl)cc1)Cc1cccs1
    3 | -4 | -18 | -13 | 5 | -9 | -2.6 | 5 | -1.6
COc1ccc(N2C(=O)C3CCCN3C2c2ccc(F)cc2)cc1Cl (configuration not stated)
    10 | -3 | -8 | 0 | 2 | -2 | -1.3 | 4 | 1.6
CCOC(=O)N1CCN(S(=O)(=O)N2CCCC(C(=O)NCc3ccc(OC)cc3)C2)CC1 (configuration not stated)
    2 | -3 | -4 | 1 | 6 | -46 | -2.1 | 0 | -1.7
COc1ccc(Cl)cc1C(=O)Nc1ccccc1N1CCN(C)CC1
    -4 | -1 | -11 | -19 | -1 | 17 | -0.9 | -1 | -3.1
Cc1ccccc1/C=N/n1c(COc2ccccc2)n[nH]c1=S
    14 | 13 | 2 | 13 | -1 | -31 | -4.2 | / | -4.6
CCOC(=O)NC(=O)C(=CNc1ccccc1OC)C(=O)NC(=O)OCC
    3 | -7 | -1 | 4 | 2 | -8 | -2.3 | 0 | -3.3
CCCCn1c(=O)[nH]c(=O)c2c1nc(-c1ccc(OC(F)F)c(OC)c1)n2C
    0 | 1 | 4 | -20 | 1 | -25 | -2.4 | -2 | -2.2
COc1ccccc1OCC(=O)OCn1c(SC)nnc(C)c1=O
    -5 | -3 | -10 | -2 | -1 | 1 | 0.0 | 5 | -4.0

2 neighbouring records from above, quoted:
Every second line gives: UBC9 SUMO inh | M18AAP inhibitor | p-CIP stab down | HCV NS3 hel inh | IDE cell activ | DNA FID counter | VIM-2 inh | IDE cell inh | IMP-1 inhibitor
CCCCn1c(=O)[nH]c(=O)c2c1nc(-c1ccc(OC(F)F)c(OC)c1)n2C
    0 | 1 | 4 | -20 | 1 | -25 | -2.4 | -2 | -2.2
COc1ccccc1OCC(=O)OCn1c(SC)nnc(C)c1=O
    -5 | -3 | -10 | -2 | -1 | 1 | 0.0 | 5 | -4.0

From PubChem
